# Compound activity from PubChem BioAssay.
# KKLEB tox = counter-screen for CF NF-kB inhibitors: cytotoxicity | KKLEB CF airway cells viability, ATPlite luminescence, overnight; active compounds read low; cells stimulated with P. aeruginosa culture filtrate | 0.36% of 360,000 active | activity change (cytotoxicity), % at 5 µM;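 active = corrected activity change at or below -50% at 5 µM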
# Shn3 inh set2 = inhibitors of Schnurri-3 3'UTR reporter in osteoblasts; 0.52% of 360,000 active; inhibition, % at 12.5 µM; AID 588674; Clone20 osteoblast Shn3 3'UTR firefly luciferase, 24 h;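 active = mean inhibition of at least 75% with every replicate also reaching 75%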;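 note: 0% = median of neutral control wells and 100% = pilot-screen positive control compound; some compounds past the cut are filed as inactive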
# Peg3 promoter = reduces Peg3 promoter-driven luciferase expression in HeLa | inhibition, % at 20 µM | HeLa PEG-Prom luciferase reporter, luminescence, overnight | AID 588405 | 1.7% of 360,000 active;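 active = inhibition of at least 50% at 20 µM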
# NR2E3 ag-1 = activates human photoreceptor nuclear receptor NR2E3. Q9Y5X4. GST-NR2E3/biotin-RetCOR TR-FRET, 1536-well. inhibition of corepressor binding, % at 4.78 µM. 0.12% of 320,000 active. AID 2300;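 active = percent inhibition above the cutoff of mean plus 3 SD of all tested compounds, set per screening campaign, cut at about 20% in these data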;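 note: 0% = DMSO wells and 100% = biotin wells as full block of FRET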
# Target sequence (Q9Y5X4 whole entry, looked up): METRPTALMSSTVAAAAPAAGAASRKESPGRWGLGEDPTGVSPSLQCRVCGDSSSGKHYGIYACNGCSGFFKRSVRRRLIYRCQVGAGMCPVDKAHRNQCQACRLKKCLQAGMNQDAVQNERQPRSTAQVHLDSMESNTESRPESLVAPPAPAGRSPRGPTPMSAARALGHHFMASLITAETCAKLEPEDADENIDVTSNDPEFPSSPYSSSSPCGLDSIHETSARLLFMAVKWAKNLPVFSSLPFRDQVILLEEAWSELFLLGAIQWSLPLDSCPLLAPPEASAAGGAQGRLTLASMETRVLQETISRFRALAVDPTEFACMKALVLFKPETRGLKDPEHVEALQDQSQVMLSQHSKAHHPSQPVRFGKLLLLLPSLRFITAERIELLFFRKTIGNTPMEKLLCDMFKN
#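 Material – GST-tagged NR2E3 plus biotinylated RetCOR corepressor · Quantity – NR2E3 fusion 1.35 nM · Times – 5 h incubation at 4 °C · Medium – pH 7.5 Tris-based buffer · Technique – TR-FRET, Eu(K)-anti-GST donor, streptavidin-D2 acceptor, ex 340, em 617/671 nm · Benchmarks – high control biotin, low control 0.6% DMSO · Format – 1536-well plates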
# NR2E3 ag-2 = activates human NR2E3 receptor | inhibition of corepressor binding, % at 3.98 µM | 0.35% of 360,000 active | Q9Y5X4 | AID 602229 | CHO-S Gal4-NCOR/VP16-NR2E3 two-hybrid, luciferase;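 active = inhibition above the mean of all tested compounds plus 3 SD, cut at about 70% in these data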;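 note: 0% = DMSO with NR2E3 transfected cells and 100% = cells lacking NR2E3 construct; higher means lower luciferase signal from less NR2E3 corepressor binding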
# TRPM1 prom inh = MITF TRPM1 promoter inhibition in SK-MEL-5 cells. SK-MEL-5 TRPM1 promoter luciferase, 24 h. inhibition, % at 12.5 µM. 0.83% of 330,000 active;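 active = mean inhibition across replicates of 60% or more, whatever share of single replicates reaches that level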; note: values of inactives mirror those of a sister screen read the other way
# iPSC survival up = increases survival of single human iPS cells; hiPSC single-cell survival, ATPlite luminescence; 100% = ROCK inhibitor wells, 0% = DMSO; survival enhancement, % at 20 µM; 0.044% of 360,000 active; AID 602274; in the data active = survival enhancement above about 18%;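 note: cells exposed to compounds for 16 hours before the ATP read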
# HIF-2a inh = blocks HIF-2a reporter activity; 786-0 RCC cells HIF-2a reporter, luciferase luminescence, overnight; inhibition, % at 18.8 µM; 0.72% of 360,000 active;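 active = inhibition of the luminescence signal of 40% or more relative to plate controls, in a single-dose primary screen at 18.75 µM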
# aDG glyco up = increases alpha dystroglycan glycosylation; Pro5-aDG cells, alpha-DG glycosylation AlphaScreen (IIH6); 0% Pro5, 100% B10-LARGE cell signal; activation, % at 10 µM; 0.22% of 360,000 active;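 active = activation of at least 8% versus controls, or a plate z-score of at least 8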;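 note: Pro5 are CHO cells carrying HIG-tagged alpha-DG that lacks glycosylation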
# CF NFkB block = blocks PAF-induced NF-kB reporter in cystic fibrosis cells | KKLEB NF-kB-GFP reporter, GFP fluorescence overnight | inhibition, % at 5 µM | 0.86% of 360,000 active;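 active = at least 50% inhibition at 5 µM, scaled per plate between neutral and stimulator controls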;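 note: PAF is a Pseudomonas aeruginosa culture filtrate used as stimulus; plate controls were PAF-stimulated DMSO wells for no effect and unstimulated DMSO wells for full effect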
# TWEAK-Fn14 inh = TWEAK-Fn14 signaling inhibition. inhibition, % at 10 µM. 2% of 360,000 active. TWEAK-stimulated Fn14 reporter cells, luciferase luminescence, 8 h; in the data active = inhibition above about 50%
# Active calls of the source: *; . = not tested or not shown. Not a hit list; overall some 4.4% were active at least once.
SMILES,KKLEB tox,Shn3 inh set2,Peg3 promoter,NR2E3 ag-1,NR2E3 ag-2,TRPM1 prom inh,iPSC survival up,HIF-2a inh,aDG glyco up,CF NFkB block,TWEAK-Fn14 inh
COc1ccc(N2CC(C(=O)Nc3ccc([N+](=O)[O-])cc3Br)CC2=O)cc1 (stereo not drawn),-6,-14,19,4,-2,2,-0.4,-3,-0.1,-6,-23
CC(OC(=O)c1cccc(-n2cnnn2)c1)C(=O)Nc1ccc(F)c(F)c1F (stereo not drawn),-4,27,4,.,21,4,0.2,4,0.1,-5,-7
CC(=O)Nc1c(O)nc(SCc2ccc(Cl)cc2)[nH]c1=O,19,23,-6,1,-7,-4,1.8,11,0.0,-2,3
CCCN(C(=O)c1ccccc1N)c1c(C)n(C)n(-c2ccccc2)c1=O,-1,-2,15,2,-8,-1,-0.8,-14,1.7,1,-8
Cc1ccc(-c2noc(CN(C(=O)c3cccc(Br)c3)C(C)C)n2)cc1,-14,11,10,-1,-10,.,2.6,11,0.0,-28,7
CCCn1c(=N)n(CC(O)COc2cccc(C)c2)c2ccccc21 (stereo not drawn),-3,62,23,5,-10,8,-0.6,19,1.2,7,-11
CCOC(=O)C(C)Oc1c(Br)cc(C2NC(=O)NC(C)=C2C(C)=O)cc1OCC (stereo not drawn),-8,-20,16,2,1,-6,1.8,9,-0.1,-6,-1
CC(C(=O)N=c1sc2ccccc2n1C)N1C(=O)C2CC=CCC2C1=O (stereo not drawn),12,19,9,-1,-13,14,-0.8,-14,0.1,-13,-1
N#C/C(=C\c1ccc(-c2ccc(Br)cc2)o1)C(=O)NCCc1c[nH]c2ccccc12,-8,2,18,3,27,3,1.4,1,0.7,-12,11
Cc1cc(C)n(CC(=O)Nc2ccccc2)n1,0,-5,4,-2,6,0,-3.1,-8,-0.1,14,-1
COc1ccc(/C=N/NC(=O)c2cc(-c3ccccc3OC(C)C)nc3ccccc23)cc1CN1CCOCC1,-4,13,19,-1,3,-1,-0.1,14,0.2,-4,-14
COc1ccc(C#Cc2cccc(-c3nc(C(=O)NCCCN4CCOCC4)cc4c3[C@H](CCO)N(S(=O)C(C)(C)C)C4)c2)cc1OC (stereo partly drawn),-7,1,16,.,-29,.,-2.1,7,-0.2,-53,-8
CS(=O)(=O)c1ccc(Cl)c(NC(=O)COC(=O)c2cccc(S(=O)(=O)N3CCCCC3)c2)c1,-21,13,15,-3,7,5,0.3,14,-0.5,31,0
O=C(Cc1ccccc1)N/N=C/c1cc2c(cc1Cl)OCO2,8,31,-81,0,32,-4,-2.1,-103,0.6,-5,-21
CC(C)(C)c1ccc(NC(=O)C2=CC=CN3CCS(=O)(=O)N=C23)cc1,-10,-78,-208,4,-49,-68,-3.4,-156,-0.4,8,-32
CCOc1ccc(C(=O)OCC(=O)N2CC(C)OC(C)C2)cc1OCC (stereo not drawn),-1,10,1,4,-22,1,0.2,10,0.0,-5,10
CC(/C=C/c1ccco1)=N\NC(=O)CNc1cccc(C)c1,-3,-34,-5,4,-8,6,-0.6,20,-0.1,0,-10
CN1CCc2c(sc3c2c(=O)n(-c2ccccc2)c2n[nH]c(=S)n32)C1,8,1,3,-2,12,-4,0.6,19,-0.4,3,0
C=CCn1cc(/C=N/Nc2nc3ccccc3[nH]2)c2ccccc21,-5,29,-144,2,44,-47,-2.9,-207,1.9,-7,53*
Cc1nsc(Nc2ccccc2)c1C#N,8,-8,5,2,-18,7,-1.0,9,0.1,3,26
Cc1c(CCOC(=O)c2ccccc2)sc[n+]1CC(=O)c1ccc(Br)cc1,-11,3,-41,-3,-6,7,-0.5,-11,0.2,4,47
Cc1ccc2c(cnn2C(=O)CCCC(=O)NC(C)c2ccccc2)c1 (stereo not drawn),0,-9,-72,-3,-112,-8,-2.5,-88,0.1,-2,-11
CNC(=O)C1(C)CCN1C(=O)Cc1ccc(C(C)C)cc1 (stereo not drawn),-8,4,-11,.,13,.,0.1,5,-0.1,-2,4
COc1ccc(NC(=O)c2ccc(OCC3CCCO3)cc2)cc1Cl (stereo not drawn),0,-47,-285,.,-55,-61,-0.4,-209,0.3,15,-8
O=C(Nc1nc2ccc(F)cc2s1)C1CCN(S(=O)(=O)c2cc([N+](=O)[O-])ccc2Cl)CC1,-17,65,-36,4,-71,21,-1.9,-209,1.1,79*,84*
COc1ccc(-n2nc(C(=O)NCc3ccco3)c3c4ccccc4n(C)c3c2=O)cc1,-8,-10,13,-4,3,18,0.1,17,-0.2,9,-10
COCc1ccc(C(=O)N2CCCCC2C(=O)Nc2ccc(-n3nc(C)cc3C)cc2)o1 (stereo not drawn),5,-16,10,-2,-4,12,0.2,0,0.0,2,0
C/C(=N\NC(=O)c1ccncc1)c1ccc(N2CCOCC2)cc1,2,-18,18,-1,12,-5,-0.1,-13,-0.2,-5,-6
O=C(NCCOc1ccc(Cl)cc1)C(=O)NCC1CCCO1 (stereo not drawn),4,-19,1,-1,-5,2,4.0,16,0.0,-1,-1
COC(=O)C1CCN(CC(=O)Nc2sc3c(c2C#N)CCC3)CC1,1,5,6,0,-30,-4,5.6,7,0.2,2,1
CC1CN(C(=O)c2ccccc2Nc2ccc(SC(F)F)cc2)CC(C)O1 (stereo not drawn),5,-2,12,0,-11,-8,0.1,9,-0.4,-10,2
CCN(CCn1cccn1)C(=O)c1cc(COc2cccc3cccnc23)on1,4,8,-2,1,-1,8,-0.7,-16,-0.2,-5,15
O=C(O)c1ccc(Cl)c(S(=O)(=O)N2CCCCCC2)c1,-4,1,-13,2,-20,8,0.0,22,-0.1,-6,1
O=C(Cn1cnc2c(nnn2Cc2ccc(F)cc2)c1=O)N1CCCc2ccccc21,8,22,11,2,0,-2,-0.6,-11,0.5,-14,2
COc1ccc(Cl)cc1C(=O)OCC(=O)c1c(N)n(C)c(=O)n(C)c1=O,14,-21,13,.,-18,.,3.0,17,-0.2,-20,-15
C=CCN1C(=O)[C@@H]2Cc3c([nH]c4ccccc34)C(c3cc(OC)c(OC)c(OC)c3)N2C1=S (stereo partly drawn),-3,14,37,5,11,7,-0.8,15,0.1,-133,7
CC(C)=C(NC(=O)c1ccccc1)C(=O)Nc1ccc(C(=O)O)cc1,0,0,10,-3,-3,-12,-0.5,13,-0.1,-12,-2
Nc1nnc(SCC(=O)Nc2ccc(S(=O)(=O)N3CCOCC3)cc2)s1,13,3,11,2,0,-16,0.1,11,-0.1,-6,2
CC(=O)N1N=C(c2ccc3nccnc3c2)CC1c1ccccc1 (stereo not drawn),4,3,8,1,-17,9,-1.1,-3,0.1,-1,-12
O=C(Nc1ccc(Cc2ccncc2)cc1)c1cc([N+](=O)[O-])ccc1N1CCOCC1,-7,0,11,-2,-40,-18,0.3,18,-0.1,-3,-21
CN(Cc1ccco1)C(=O)[C@H](Cc1ccccc1)NC(=O)CC[C@H]1O[C@@H](n2ccc(=O)[nH]c2=O)[C@H](O)[C@@H]1O,13,-15,12,.,7,.,-0.4,-3,0.1,-19,-4
COc1ccc(CNC(=O)CC2Sc3ccccc3NC2=O)cc1 (stereo not drawn),2,-3,-3,-2,-2,2,-0.2,-9,0.7,0,-6
Cc1ccc(-c2nc3c(c(=O)[nH]c(=O)n3Cc3ccccc3)n2Cc2ccccc2)o1,-2,20,39,.,5,10,-0.5,24,0.0,5,5
CC(C)Cc1ccc(C2=CSC3=NCCN23)cc1,-1,12,0,2,-12,13,-0.4,-12,0.0,8,11
CC1(C)CN(c2cccc(C#N)c2)C1=O,0,-16,-7,2,-11,-2,2.8,12,-0.2,-26,-2
CC1C(c2ccccc2)N(C)C(c2ccccc2)CC1(O)c1ccc(F)cc1 (stereo not drawn),0,-14,32,1,-6,5,-0.3,-17,0.5,6,-4
CCOc1ccc(NCc2cccn2-c2nnc(N3CCC(C(=O)NCCCN4CC(C)CC(C)C4)CC3)s2)cc1 (stereo not drawn),-12,-11,43,-2,-8,90*,-0.2,5,2.8,7,12
COc1ccc(CC(=O)N2CCN=C2SC)cc1OC,7,13,4,0,-26,-13,1.3,6,0.0,1,-2
CS/C(N)=N/N=C/c1cc(C)ccc1O,16,-97,-314,4,-96,-83,-0.6,-285,0.0,-20,7
CN1CCN(CCNC(=O)c2cc3c(=O)n(C)c4ccccc4c3n2C)CC1,9,-4,-6,5,-35,.,0.9,12,0.3,-49,-18
# Next entries.
SMILES,KKLEB tox,Shn3 inh set2,Peg3 promoter,NR2E3 ag-1,NR2E3 ag-2,TRPM1 prom inh,iPSC survival up,HIF-2a inh,aDG glyco up,CF NFkB block,TWEAK-Fn14 inh
Fc1nc(N2CCCC2)c(F)c(Oc2ccccc2Oc2c(F)c(F)nc(N3CCCC3)c2F)c1F,2,1,16,2,-16,0,-2.0,13,-0.1,6,4
Cn1c(SCC(=O)c2ccc(F)cc2)nnc1-c1cnccn1,16,-15,-85,-5,-21,-25,-0.2,-74,0.0,-14,-3
COc1ccc(-c2noc(CCCC(=O)Nc3ccc(C(N)=O)cc3)n2)cc1,3,5,-24,2,23,2,2.3,35,0.1,-11,32
Cc1cccc(C)c1NC(=O)Cn1cnc2c(=O)n(C)c(=O)n(C)c21,-6,19,10,0,-17,-14,2.0,15,-0.1,-9,4
COc1ccc(-n2c(-c3cccc(OC)c3)nc(=S)c3c2CCCC3)cc1,-12,-24,-17,14,4,14,-2.1,-31,0.2,-4,-8
CCCCc1c(-c2ccccc2OC)ncn1Cc1cccc(-c2ccccc2)c1,.,.,.,.,12,.,0.1,-13,11*,.,27
COc1ccc(S(=O)(=O)N2C3CCC2CC(NC(=O)C2CC2)C3)cc1 (stereo not drawn),10,12,-2,2,2,9,1.9,-5,-0.1,-1,-10
NC(=O)CSc1nnc(-c2ccccn2)n1N,-10,-9,-14,-4,-3,14,-0.2,15,0.0,-12,-15
Nc1oc2ccccc2c1C(=O)Cc1ccccc1O[C@@H]1O[C@H](CO)[C@@H](O)[C@H](O)[C@H]1O,0,-1,-1,-7,-36,0,0.3,3,-0.2,-4,-5
COc1ccc(-c2csc3ncnc(N4CCN(CCO)CC4)c23)cc1,4,13,3,-2,-15,0,-0.7,12,-0.2,21,10
CC(=O)Nc1ccc(S(=O)(=O)N(C)CC(=O)OC(C)C(=O)N(C)Cc2ccccc2)cc1 (stereo not drawn),11,-14,17,-2,3,-12,-0.4,10,0.0,-24,5

# Another view of 2 compounds above.
# The line under a structure holds: KKLEB tox, Shn3 inh set2, Peg3 promoter, NR2E3 ag-1, NR2E3 ag-2, TRPM1 prom inh, iPSC survival up, HIF-2a inh, aDG glyco up, CF NFkB block, TWEAK-Fn14 inh
COc1ccc(S(=O)(=O)N2C3CCC2CC(NC(=O)C2CC2)C3)cc1 (stereo not drawn)
  10, 12, -2, 2, 2, 9, 1.9, -5, -0.1, -1, -10
NC(=O)CSc1nnc(-c2ccccn2)n1N
  -10, -9, -14, -4, -3, 14, -0.2, 15, 0.0, -12, -15
